GPR55 LPI antagonism: GPR55 antagonists blocking LPI-driven arrestin recruitment, primary screen, imaging, U2OS, beta-arrestin-GFP, LPI agonist (AID 2013); G-protein coupled receptor 55 (Homo sapiens); U2OS GPR55 beta-arrestin-GFP translocation imaging, LPI antagonism; higher % means a stronger effect; inhibition, % at 10 µM, or IC50 in µM where a hit was titrated; 0.13% of 290,000 active;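 active = spots per cell inhibited over 60%, with over 100 cells counted and total cytoplasm intensity under 500,000; inconclusive = wells with under 100 cells, flagged as likely toxic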;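 note: U2OS cells stably carrying GPR55 and arrestin-GFP stimulated by 5 µM LPI near EC80; imaged beta-arrestin-GFP aggregate spots per cell after agonist stimulation; plate controls were LPI-stimulated DMSO wells for no effect and DMSO wells without LPI for full effect; some results filed as inactive read as strong as hits; confirmed hits need IC50 under 10 µM and bright autofluorescent wells are also inconclusive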
K1F lysis inhibition: inhibition of K1F phage lysis, E. coli UTI89, bacterial capsule biogenesis inhibitors, alamar blue (AID 488966); E. coli UTI89 K1F phage lysis, alamar blue, 2 h; higher % means a stronger effect; one-dose inhibition, % at 100 µM; IC50 in µM for titrated hits; 0.02% of 340,000 active;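 active = phage lysis inhibition, versus mean bacterial control, above a set limit; inconclusive = no clear call, values can overlap the other calls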;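 note: capsule biogenesis inhibitors block K1F phage lysis so surviving cells raise fluorescence; higher fluorescence means more inhibition of phage lysis; actives were called in the ten point dose series up to 300 µM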
Salmonella PhoP GFP: inhibitors of PhoP regulon expression, primary screen, Salmonella Typhimurium, GFP reporter (AID 1863); inhibition, % at 50 µM, or IC50 in µM where a hit was titrated; 0.16% of 300,000 active; S. Typhimurium PhoP-regulated promoter GFP reporter, 4 h; higher % means a stronger effect;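 active = inhibition over 29.93%, a cutoff 3 SD above the screen mean, later confirmed by dose response; inconclusive = inhibition over 29.93% but no dose response follow-up; inactive = inhibition at most 29.93% or unconfirmed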;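 note: 0% = low Mg2+ inducing control and 100% = high Mg2+ repressing control; strong numbers were not always called active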
GPR35 arrestin U2OS: GPR35 antagonists blocking zaprinast-driven arrestin recruitment, primary screen, imaging, U2OS, beta-arrestin-GFP, zaprinast agonist (AID 2058). U2OS GPR35 beta-arrestin-GFP translocation imaging, zaprinast antagonism; higher % means a stronger effect. G-protein coupled receptor 35 (Homo sapiens). inhibition, % at 10 µM, or IC50 in µM where a hit was titrated. 0.052% of 290,000 active;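 active = inhibition of at least 50% with at least 30 cells and total cytoplasm GFP at most 10,000,000; inconclusive = under 30 cells or total GFP of 10,000,000 plus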
HIV peptide binding: inhibitors of HIV fusion peptide binding, primary screen, biochemical, uHTS, fluorescence dequenching (AID 1986); 0.3% of 290,000 active; cell-free peptide binding, fluorescence dequenching, 30 min; higher % means a stronger effect; one-dose inhibition, % at 20 µM; IC50 in µM for titrated hits; in the data active = inhibition mostly above about 52%, no sharp cut-off; inactive = mostly below about 76%; note: some results filed as inactive read as strong as hits
Dengue-2 NS5 capping: Dengue-2 NS5 methyltransferase inhibitors, primary screen, biochemical, confirmation dose response (AID 588689) | inhibition, % at 25 µM; hits with a dose series show IC50 in µM | Dengue-2 NS5 methyltransferase capping enzyme assay, biochemical; higher % means a stronger effect | 0.3% of 340,000 active; in the data active = a potency from the dose series; inconclusive = inhibition above about 29% without an active follow-up result
MgcRacGAP inhibition: MgcRacGAP GTPase-activating activity inhibitors, confirmation, biochemical, ADP Hunter fluorescence; 0.6% of 340,000 active; one-dose inhibition, % at 30 µM; IC50 in µM for titrated hits; MgcRacGAP-stimulated Rac1 GTP hydrolysis, ADP Hunter fluorescence; higher % means a stronger effect; GST-tagged Rac1 F28L mutant substrate; Rac GTPase-activating protein 1 (Homo sapiens); AID 624330, 2012;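 active = first-screen hits whose inhibition reached a set limit at any dose in the follow-up dose series; inconclusive = inhibition above the set first-screen limit but never retested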;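 note: fluorescence reports GDP produced by GAP-driven GTP hydrolysis; strong numbers were not always called active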
RSV antiviral HEp-2: RSV antiviral activity via CPE protection, HEp-2 cells, primary 10 µM value included (AID 2391). 0.13% of 310,000 active. HEp-2 cells, RSV-induced CPE inhibition; higher % means a stronger effect. one-dose CPE inhibition, % at 10 µM; IC50 in µM for titrated hits; in the data active = a potency from the dose series; inconclusive = CPE inhibition mostly from about 23% at the one dose, without a potency; inactive = the rest, 99 in 100 with CPE inhibition below about 21%; note: strong numbers were not always called active
Large T inhibition: SV40 large T antigen inhibitors, biochemical (AID 1903); SV40 large T antigen ATPase/helicase inhibition assay; higher % means a stronger effect; 0.39% of 310,000 active; inhibition, % at 20 µM; hits with a dose series show IC50 in µM; in the data active = a potency from the dose series; inconclusive = inhibition mostly from about 32% at the one dose, without a potency; inactive = the rest, 99 in 100 with inhibition below about 32%; note: strong numbers were not always called active
Active calls of the source: *; ? = inconclusive; . = not tested or not shown; & = joins results of further samples; [ ] = dose if it differs, or a comment.

structure	GPR55 LPI antagonism	K1F lysis inhibition	Salmonella PhoP GFP	GPR35 arrestin U2OS	HIV peptide binding	Dengue-2 NS5 capping	MgcRacGAP inhibition	RSV antiviral HEp-2	Large T inhibition
Cc1ccc(S(=O)(=O)N2CCOC2CNC(=O)C(=O)NCCc2ccc(S(N)(=O)=O)cc2)cc1 (configuration not stated)	0%	-0.4%[50 µM]	-2%	-5%	1.0%	-8%	-5%	3.4%	7%
OCCN(Cc1ccccc1)CC(O)COc1ccc2c(c1)OCO2 (configuration not stated)	2%	0.9%	-3%	1%	0.0%	-7%	5%	0.2%	6%
O=C(CCN1CCCC1)Nc1ccc(Br)cc1	16%	3.3%	-1%	3%	1.8%	-5%	12%	-1.1%	4%
COCCNC(=S)N/N=C(\C)c1ccc(Cl)c(Cl)c1	7%	0.2%	-7%	2%	-1.6%	-11%	7%	18%	15%
Cc1cnc(NC(=O)c2nn(C)cc2[N+](=O)[O-])s1	-10%	0.8%	-2%	12%	-2.1%	-8%	8%	.	0%
CCOc1ccc(C(C(=O)NC2CCCC2)N(CCOC)C(=O)CNC(=O)c2ccco2)cc1 (configuration not stated)	10%	0.1%	4%	-8%	1.0%	-2%	7%	0.1%	5%
CCC(=O)Nc1sc(C(=O)Nc2ccccc2OC)c(C)c1C(=O)OC	7%	0.1%	0%	2%	0.8%	-2%	13%	-0.5%	20%
CCc1ccccc1Cn1c(=O)oc2cccnc21	11%	0.7%	0%	-4%	-2.2%	-1%	15%	.	17%
Cc1nn(-c2ccccc2)c(OC(=O)c2cccs2)c1S(=O)(=O)c1ccc([N+](=O)[O-])cc1	-8%	0.2%	1%	-5%	1.8%	-2%	-1%	3.1%	0%
O=C(CCCCCCCCC(=O)N/N=C/c1ccco1)N/N=C/c1ccco1	6%	0.6%	7%	4%	-2.2%	-2%	-14%	1.2%	5%
CCCCn1c(N)c(N(CC)C(=O)CN2C(=O)NC(C)(c3ccccc3)C2=O)c(=O)[nH]c1=O (configuration not stated)	12%	1.1%[50 µM]	0%	4%	1.2%	-4%	5%	1.6%	22%
N#CC(Nc1ccccc1)c1ccccc1OCc1ccccc1 (configuration not stated)	-8%	-0.1%	13%	7%	0.8%	-5%	9%	2.1%	10%
COc1ccc(CCNC(=O)COC(=O)CCC(=O)c2ccc(F)cc2)cc1	7%	0.2%	23%	-4%	-0.9%	-1%	1%	-1.0%	4%
COc1ccc(S(=O)(=O)NC2CC(C)(C)NC(C)(C)C2)c2ccccc12	6%	1.9%[50 µM]	-4%	-13%	-0.1%	-6%	1%	-0.2%	3%
CN(C)/C=C/C(=O)c1cccc([N+](=O)[O-])c1	8%	.	-8%	-6%	1.8%	.	.	-1.6%	0%
Cc1ccc(-c2nnn(CC(=O)NCCc3ccc4c(c3)OCO4)n2)o1	-2%	0.7%	-5%	5%	-0.3%	-4%	7%	0.4%	0%
CC(=O)Nc1ccccc1C(=O)C(=O)NCCc1ccccc1	10%	0.3%	-4%	-12%	-0.3%	2%	11%	0.7%	1%
Cc1ccc(CNC(=O)C2c3ccccc3C(=O)N(C)C2c2c[nH]c3ccccc23)o1 (configuration not stated)	-2%	.	3%	-16%	-1.2%	.	.	0.4%	23%
Cc1ccsc1S(=O)(=O)N1CCC(CO)(CC2CCCCO2)CC1 (configuration not stated)	12%	-0.2%	6%	0%	2.6%	-1%	3%	4.5%	2%
N=C1c2ccccc2CN1c1ccc(S(=O)(=O)N2CCCCC2)cc1	-1%	-0.1%	1%	19%	16%	-20%	4%	-0.9%	20%
Cc1cccc(-c2nc(CS(=O)CC(=O)N3CCc4ccccc4C3)c(C)o2)c1 (configuration not stated)	6%	4.7%	21%	14%	0.9%	-6%	4%	2.0%	-6%
Cc1cc(C)cc(-n2c(=O)c3sccc3n(CC(=O)NCc3ccco3)c2=O)c1	12%	5.2%	8%	2%	-2.8%	0%	6%	0.4%	4%
O=C(Nc1ccc(Cl)cn1)C1CCCN(c2ncnc3c2nc2n3CCCCC2)C1 (configuration not stated)	-10%	0.2%	7%	-12%	0.1%	-7%	6%	4.8%	5%
CC(C)Cc1nn2c(N)c(/C=C3\C=Nc4ccccc43)c(=O)nc2s1	2%	-1.6%	-5%	-4%	6.0%	?	5%	9.4%	0%
CCN1C(=O)C(O)(CC(=O)c2ccc3c(c2)OCCO3)c2ccccc21 (configuration not stated)	3%	0.6%	-4%	11%	3.9%	2%	5%	0.6%	-1%
O=C(NCc1ccc(Cl)cc1)C1CCN(S(=O)(=O)c2ccccc2)CC1	5%	0.4%	-5%	-4%	0.9%	-4%	1%	-0.4%	3%
N#CC(=C=[N-])c1nc2ccccc2nc1-[n+]1cccc(NC(=O)c2ccc(F)cc2)c1	7%	0.7%[50 µM]	-3%	-4%	-0.9%	.	.	-1.4%	16%
CN(C)CCCN(C(=O)c1ccco1)c1nc2ccc(Br)cc2s1	-3%	4.4%[50 µM]	1%	15%	0.2%	-12%	14%	-1.1%	8%
Cc1ccc(NC(=O)COC(=O)C2=NN(c3ccccc3)C(=O)CC2)c(Br)c1	.	0.4%[50 µM]	.	.	.	-5%	0%	-0.5%	.
Fc1ccc(C2CC(c3cccs3)=NN2C(=S)Nc2ccccc2)cc1 (configuration not stated)	0%	2.0%[50 µM]	3%	9%	-1.9%	1%	6%	6.6%	3%
O=C(CSc1nnc(Cc2cccs2)n1-c1ccccc1)NC1CCCCC1	-3%	3.1%	19%	-2%	-1.4%	-7%	7%	1.7%	23%
CN(C)S(=O)(=O)Nc1cccc(NC(=O)CC23CC4CC(CC(C4)C2)C3)c1	9%	-0.1%	.	-2%	0.6%	-2%	9%	0.3%	5%
COc1ccc(S(=O)(=O)N2CCC(NC(=O)c3cccnc3)CC2)cc1	2%	0.6%	6%	6%	-1.1%	2%	3%	-0.8%	1%
O=C(c1ccc2c3c(cccc13)CC2)N1CCOCC1	-2%	0.3%	8%	0%	-1.9%	3%	7%	1.5%	5%
CC(/C=N/NC(=O)CSc1nnc(SCc2ccccc2)s1)=C\c1ccco1	-1%	-0.7%	-8%	-23%	15%	0%	9%	2.4%	16%
N/C(=N\c1nc2c(c(=O)[nH]1)CCCC2)Nc1ccc(Oc2ccccc2)cc1	2%	3.1%	-2%	-14%	2.0%	-1%	1%	4.2%	6%
O=C(CCc1ccccc1)N=C1SC2CS(=O)(=O)CC2N1Cc1ccccc1 (configuration not stated)	-14%	-0.2%	0%	0%	1.5%	-3%	-12%	8.9%	-7%
O=C(Nc1ccc(C(=O)O)cc1)/C(=C\c1ccc2c(c1)OCO2)NC(=O)c1ccc(Br)o1	7%	-2.0%	0%	-4%	5.8%	-5%	2%	-0.6%	27%
FC(F)(F)c1cnc(COc2cc(Cl)cc(Cl)c2)c(Cl)c1	-13%	0.9%	-13%	6%	-0.4%	10%	10%	.	13%
Cc1ccccc1OCC(=O)NCC(=O)N/N=C/c1cccc([N+](=O)[O-])c1	-3%	.	-1%	-5%	-0.7%	.	.	-0.2%	9%
Nc1nc(-c2ccccc2)nn1S(=O)(=O)c1ccccc1	1%	-0.6%	-2%	0%	0.8%	-17%	-8%	2.5%	12%
CCC(C)C(=O)Nc1nnc(SCC(=O)Nc2ccc(F)cc2)s1 (configuration not stated)	11%	-1.6%	6%	13%	1.5%	0%	3%	4.8%	9%
Cc1cccc(N2C(=O)CC(N3CCC(c4nc5ccccc5[nH]4)CC3)C2=O)c1 (configuration not stated)	9%	0.3%	-11%	6%	24%	-3%	-1%	0.4%	7%
Cc1onc(-c2ccccc2)c1-c1csc(COc2ccccc2)n1	14%	0.1%	-6%	12%	-1.2%	7%	11%	.	8%
Cc1ccc[n+](CC(=O)c2ccccc2)c1	-2%	.	0%	10%	-10%	.	.	1.3%	1%
S=c1[nH]nc([C@@H]2C[C@H]2c2ccccc2)n1-c1ccccc1Cl	7%	-2.1%	0%	19%	-1.1%	-6%	-5%	3.4%	9%
COc1ccc(NC(=O)CSc2nc3ccc(OC)cc3[nH]2)cc1	-6%	0.2%	12%	-7%	0.9%	-5%	5%	1.3%	6%
CC(OC(=O)c1ccc(-c2ccc(O)cc2)cc1)C(=O)NC1CCCCC1C (configuration not stated)	.	-0.4%[50 µM]	0%	.	.	-6%	8%	3.9%	8%
COc1cc(/C=N/NC(=O)c2ccc(O)cc2)ccc1OCC(=O)Nc1cccc([N+](=O)[O-])c1	3%	0.4%	1%	-4%	1.0%	-3%	9%	2.8%	27%
C=CCOc1ccc(/C=C/C(=O)OCC(=O)N(C)C2CCS(=O)(=O)C2)cc1 (configuration not stated)	27%	-0.5%[50 µM]	4%	10%	0.4%	3%	6%	2.8%	17%
O=C(O)c1cnc(-c2ccccc2)nc1Sc1ccc(Cl)cc1Cl	22%	-1.4%	-7%	-19%	43%	4%	7%	?	0%
Cc1csc(=Nc2ccc(S(=O)(=O)N3CCOCC3)cc2)n1Cc1ccco1	1%	0.6%&0.3%	13%	5%	-2.0%	1%&-1%	5%&10%	1.3%	9%
CC1CCN(C(=S)NC(=O)c2cccc([N+](=O)[O-])c2)CC1	15%	-0.1%	2%	-4%	-0.1%	-2%	1%	0.9%	7%
CC(C)Cc1cc(C(=O)N2CCCC(CO)(Cc3ccc(F)cc3)C2)no1 (configuration not stated)	-11%	0.1%	4%	6%	2.1%	-12%	1%	13%	16%
N=c1n(CC(=O)c2ccc([N+](=O)[O-])cc2)c2ccccc2n1Cc1ccccc1Cl	9%	2.8%	3%	.	-0.8%	-5%	-10%	16%	-3%
O=C(NC1CCCCCC1)c1cccc(COCC(F)(F)F)c1	-7%	-0.1%	-6%	0%	4.1%	-3%	-2%	7.8%	-1%

Source: PubChem BioAssay (several laboratories)
